# Screening data from PubChem BioAssay.
# Vif-A3G inh = Vif-A3G binding inhibition. Q9HC16. HeLa A3G-eYFP + Vif (tagged APOBEC3G with the HIV-1 protein that degrades it), YFP fluorescence, overnight. Potency, µM (series often up to 46.1 µM), for the others: top-dose activity, negative = active, hits mostly inhibitors. 410,000 tested, 0.076% active;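 further: potency means the concentration at half of the fitted maximal effect; on the % scale 0 is the no-effect control and ±100 the full control effect; nearly all actives have a fitted effect of over 60% in size; hits raise eYFP signal because A3G escapes Vif-driven loss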
#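 HeLa cells stably expressing Vif and C-terminally eYFP-tagged A3G, seeded overnight at 37 deg C, then exposed to compound by pintool overnight at 37 deg C. Rise in yellow fluorescence (Ex 488/Em 500-530, Acumen) marks blocked Vif-driven A3G degradation.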
# GRP78 ERSR act = ER stress response induction in glioma | Potency, µM, for the others: top-dose activation, hits mostly activators | AID 602332 | 420,000 tested, 0.02% active | U87-MG GRP78 promoter luciferase reporter, 16 h; further: potency means the concentration at half of the fitted maximal effect; series mostly up to about 76 µM; % of control where 0% means no effect; nearly all actives have a fitted effect of over 35% in size
#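 Stably transfected U87-MG glioma cells carrying a GRP78-based luciferase sensor; 16 h compound incubation. Luminescence end-point read 10 min after Bright-Glo addition at room temperature.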
# rTrxR1 inhibitor = inhibitors of rat thioredoxin reductase 1; AID 588453; recombinant rTrxR1, NADPH fluorescence consumption, selenite substrate; Potency, µM (top dose mostly 114 µM), for the others: at the top dose activity change, negative = inhibition, actives largely listed as inhibitors; 390,000 tested, 1% active; O89049; further: potency means the concentration at half of the fitted maximal effect; on the % scale 0 is the no-effect control and ±100 the full control effect; nearly all actives have a fitted effect of over 65% in size
# Target sequence (O89049 whole entry, looked up): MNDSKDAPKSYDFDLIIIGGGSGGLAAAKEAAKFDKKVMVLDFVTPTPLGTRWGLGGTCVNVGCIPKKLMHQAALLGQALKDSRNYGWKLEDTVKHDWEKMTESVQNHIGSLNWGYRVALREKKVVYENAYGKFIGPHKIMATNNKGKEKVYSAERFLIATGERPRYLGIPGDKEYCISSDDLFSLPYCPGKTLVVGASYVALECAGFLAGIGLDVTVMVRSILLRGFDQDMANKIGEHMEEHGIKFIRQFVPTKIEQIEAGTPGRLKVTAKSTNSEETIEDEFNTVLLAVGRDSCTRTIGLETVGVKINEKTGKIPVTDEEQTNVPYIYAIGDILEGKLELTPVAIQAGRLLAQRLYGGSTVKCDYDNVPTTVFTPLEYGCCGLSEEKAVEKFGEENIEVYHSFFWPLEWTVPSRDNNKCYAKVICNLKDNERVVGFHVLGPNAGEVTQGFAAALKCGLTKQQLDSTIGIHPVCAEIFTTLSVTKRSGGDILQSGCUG
#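 Rat TrxR1 (90 nM in the dispensed reagent) was pre-reduced with 400 uM NADPH for 5 min at room temperature, then incubated with compound for 15 min. After 400 uM selenite was added, NADPH fluorescence (Ex 340/Em 450 nm) was followed for 8 min.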
# RGS4 inhibitor = inhibitors of human regulator of G protein signaling 4. Potency, µM (series often up to 114 µM), for inactives: at the top dose activity change, negative = inhibition, hits mostly inhibitors. 390,000 tested, 0.039% active. P49798. Transcreener GDP fluorescence polarization, RGS4-accelerated GTP hydrolysis; further: potency means the concentration at half of the fitted maximal effect; on the % scale 0 is the no-effect control and ±100 the full control effect; nearly all actives have a fitted effect of over 75% in size; some results filed as inactive show a strong effect at the top dose
#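 MLSMR compounds (23 nl, pin-transferred) preincubated 10 min at room temperature with a 500nM (2x) first reagent, then RGS4 at 900nM (2x) plus Transcreener GDP mix added; fluorescence polarization (620/688 nm) read before and after 90 min at 30 °C.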
# LDHA inh = blocks human lactate dehydrogenase A; 480,000 tested, 0.15% active; purified LDHA, NADH/diaphorase-resazurin fluorescence; hits give low values; activity change, % (values are at about 110 or 230 µM); AID 1347041; P00338; in the data active means activity change below about -30%; inconclusive means mostly about -25% to -30%;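 further: plate controls were DMSO wells for no effect and wells without enzyme for full effect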
#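 LDH5 2 nM; NADH 0.06 mM, pyruvate 0.2 mM; 200 mM Tris pH 7.4, EDTA, Tween-20; 5 min RT. Detection: diaphorase 0.133 mg/mL + resazurin 37 µM, fluorescence ex540/em590 at 0 and 20 min; normalized to enzyme-free and DMSO wells.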
# TrxR1 substrate = rat thioredoxin reductase 1 substrate activity; O89049; 390,000 tested, 0.01% active; purified TrxR1 substrate turnover, NADPH consumption readout; Potency, µM (highest dose often 114 µM), without a hit: at the highest dose activity change, negative = substrate turnover; further: potency means the concentration at half of the fitted maximal effect; on the % scale 0 is the no-effect control and ±100 the full control effect; nearly all actives have a fitted effect of over 50% in size
#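 Rat TrxR1, dispensed at 90 nM, was prereduced with 400 uM NADPH (final) for 5 min at ~22 deg C, then incubated with compound 15 min before 400 uM selenite. A first-read NADPH fluorescence drop versus no-compound background flagged substrates.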
# USP1-UAF1 inh = USP1/UAF1 (human) deubiquitinase inhibition. recombinant USP1/UAF1, Ub-Rhodamine cleavage fluorescence. O94782. AID 743255. 390,000 tested, 0.23% active. Potency, µM (doses to about 57.1 µM), inactives show at the top dose activity change, negative = inhibition, usual class: inhibitors; further: potency means the concentration at half of the fitted maximal effect; on the % scale 0 is the no-effect control and ±100 the full control effect; nearly all actives have a fitted effect of over 60% in size; inactives centre near -12
#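 In this screen, compounds sit with the deubiquitinase complex (1nM) for 15 min at room temperature before Ub-Rho is added at 150nM final. Fluorescence rise is then followed for 6 reads every 60 seconds.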
# IDH1 R132H inh = inhibitors of human mutant IDH1 R132H | O75874 | IDH1-R132H enzyme, NADPH consumption, diaphorase/resazurin fluorescence | Potency, µM (top dose mostly 76.6 µM), without a hit: top-dose activity change, negative = inhibition, usual class: inhibitors | 390,000 tested, 0.093% active | AID 602179; further: potency means the concentration at half of the fitted maximal effect; on the % scale 0 is the no-effect control and ±100 the full control effect; nearly all actives have a fitted effect of over 65% in size
# Target sequence (O75874 whole entry R132H, stated change not applied): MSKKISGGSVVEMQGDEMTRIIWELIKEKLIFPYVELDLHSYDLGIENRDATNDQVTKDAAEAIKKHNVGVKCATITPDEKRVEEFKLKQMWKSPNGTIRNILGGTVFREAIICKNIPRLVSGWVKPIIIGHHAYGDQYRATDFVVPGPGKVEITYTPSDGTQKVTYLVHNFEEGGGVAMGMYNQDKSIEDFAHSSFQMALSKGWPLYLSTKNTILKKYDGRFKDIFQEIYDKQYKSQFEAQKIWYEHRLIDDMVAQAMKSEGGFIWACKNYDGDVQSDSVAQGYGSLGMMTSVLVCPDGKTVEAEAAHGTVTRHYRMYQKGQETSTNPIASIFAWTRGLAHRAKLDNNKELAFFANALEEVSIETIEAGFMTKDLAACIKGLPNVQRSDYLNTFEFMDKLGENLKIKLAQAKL
#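 IDH1-R132H (0.5 ug/mL dispensed) in pH 7.5 Tris buffer was preincubated 30 min with compound, then given a substrate mix of 0.016 mM NADPH and 2 mM alpha-KG for 80 min at room temperature; remaining NADPH was read by diaphorase/resazurin fluorescence.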
# Vif-APOBEC3F blk = inhibitors of Vif-A3F interaction. HeLa A3F-eYFP + Vif (tagged APOBEC3F with the HIV-1 protein that degrades it), YFP fluorescence increase. Potency, µM (doses to about 46.1 µM), for the others: at the highest dose activity, negative = active. 390,000 tested, 0.2% active. AID 602313; further: potency means the concentration at half of the fitted maximal effect; % of control where 0% means no effect; nearly all actives have a fitted effect of over 65% in size
#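 HeLa cells stably expressing A3F-eYFP plus Vif, plated and incubated overnight at 37 deg C, then exposed to compounds overnight at 37 deg C. Blocked degradation read as raised yellow fluorescence (Ex 488/Em 500-530).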
# The depositor's hits bear a star; ? = inconclusive; / = no result given; [ ] = another dose, or the depositor's remark. Unless noted, the call rests on the fitted dose curve; in most records, active means well fitted curve in the direction sought with a large enough effect; inconclusive means small, poorly fitted or top-dose-only effect, or another doubt; inactive means no such curve, though single readings can be large; an effect the other way counts as inactive or inconclusive.
# Values run as follows: Vif-A3G inh	GRP78 ERSR act	rTrxR1 inhibitor	RGS4 inhibitor	LDHA inh	TrxR1 substrate	USP1-UAF1 inh	IDH1 R132H inh	Vif-APOBEC3F blk
1. CCOC(=O)c1cccc(NC(=O)C2CCC(CNc3c(N4CCOCC4)c(=O)c3=O)CC2)c1 (stereo not drawn)
  -7%	-2%	6%	-5%	-6	3%	-18%	0%	-1%
2. COc1ccccc1NC(=O)CSc1nc(-c2ccc(C(C)(C)C)cc2)c(C#N)c(=O)[nH]1
  /	/	-3%	33%	-7	0%	?	/	/
3. COc1ccc(C(=O)c2ccc(Br)cc2)cc1
  0%	5%	-1%[57.1 µM]	-3%	-5	7%[57.1 µM]	-13%	2%	0%
4. Nc1c(Cl)c(Cl)nc(C(=O)N/N=C/c2cccnc2)c1Cl
  3%	-1%	12%	14%	-9	2%[57.1 µM]	?	0%	-12%
5. Cc1nc2ccccc2n1CC(=O)N1CC(=O)Nc2ccccc21
  0%	1%	23%	4%	-2	13%	-17%	-1%	-7%
6. O=C(OCC(=O)c1ccc[nH]1)c1ccc(F)c(S(=O)(=O)N2CCOCC2)c1
  -2%	1%	-1%	23%	-13	-10%	-2%	-4%	11%
7. O=C(CCCn1c(=S)[nH]c2cc3c(cc2c1=O)OCO3)NCc1ccccc1Cl
  0%	-2%	-6%	-25%	-14	-4%	-30%	-4%	6%
8. CCOC(=O)C1=C(N)n2c(s/c(=C\c3ccco3)c2=O)=C(C(=O)OC(C)C)C1c1ccco1 (stereo not drawn)
  2%	-2%	-35%	-24%	0	-15%	-8%	-7%	-13%
9. CC(=O)c1ccc(-c2ccc(C3C4C=CCCC4(C)C(=O)N3Cc3ccccc3)c(F)c2)cc1 (stereo not drawn)
  4%	0%	29%	6%	/	8%[57.1 µM]	/	/	/
10. COc1ccc(N=CC2=C(O)CC(C)(C)CC2=O)cc1
  0%	1%	-1%[57.1 µM]	-39%	5	-9%	-12%	8%	4%
11. COc1ccccc1-c1noc(COC(=O)c2ccc(Br)o2)n1
  0%	-3%	4%	-14%	1	-3%	-22%	10%	-1%
12. CC(C)NC(=O)CSc1nc2ccccc2n1CC(=O)N1CCc2ccccc21
  1%	-1%	15%[57.1 µM]	-1%	0	10%[57.1 µM]	-4%	1%	-17%
13. CC(=O)C(=Nc1cccc(Cl)c1)NNc1ccccc1C
  ?	-2%	-21%	-4%	6	6%	-13%	8%	-1%
14. Cc1oc(-c2ccccc2)cc1C(=O)Nc1ccc2ccccc2c1
  1%	3%	1%	-36%	-4	1%[57.1 µM]	-19%	0%	1%
15. COC(=O)c1cc(NC(=O)CC2C(=O)NCCN2C(=O)c2ccc(F)cc2)cc(C(=O)OC)c1 (stereo not drawn)
  0%	-6%	12%	-1%	-4	8%	-17%	1%	1%
16. Cc1cccc(C)c1NC(=O)CSc1cc(C(=O)c2nccn2C)c2ccccc2n1
  -1%	-3%	10%[57.1 µM]	-15%	2	-19%[57.1 µM]	-16%	2%	-6%
17. CCCn1c(O)c(/C=C2\C=NN=C2c2ccccc2)sc1=S
  -9%	2%	6%	-13%	-12	-1%	-22%	7%	-2%
18. O=C(ONC1=NCCCCC1)c1ccc([N+](=O)[O-])cc1
  4%	-2%	-4%[57.1 µM]	22%	-9	-3%	1%	-4%	1%
19. COc1ccc(N2CCN(CC(=O)N3CCC(C)CC3)CC2)cc1
  1%	-2%	6%[57.1 µM]	36%	-8	3%[57.1 µM]	3%	-1%	-5%
20. C=CCn1c(Cc2ccc(OC)cc2)nnc1SCC(N)=O
  0%	-5%	9%	-19%	0	4%	-12%	2%	-14%
21. CC1Cc2cc(/C(O)=C3/C(=O)C(=O)N(Cc4ccncc4)C3c3ccc(N(C)C)cc3)ccc2O1 (stereo not drawn)
  -2%	-3%	-15%	-7%	1	-4%	-7%	-7%	-10%
22. Cc1occc1C(=O)NNC1=CC(=O)CC(C)(C)C1
  2%	1%	-11%	-5%	-4	-1%	-15%	-2%	6%
23. Cc1ccc(C2C(C(=O)c3sc(C)nc3C)=C(O)C(=O)N2CCN2CCOCC2)o1 (stereo not drawn)
  -1%	1%	?	2%	4	1%	-1%	-2%	-10%
24. COc1ccc(CNC(=O)C(CC(C)C)NC(=O)c2ccccc2C)cc1 (stereo not drawn)
  1%	-4%	36%[57.1 µM]	-29%	-1	-12%[57.1 µM]	-17%	6%	-1%
25. Cc1n[nH]c(C)c1S(=O)(=O)N1CCN(C(=O)c2ccco2)CC1
  2%	-2%	4%[57.1 µM]	15%	-5	5%[57.1 µM]	-7%	2%	-19%
26. COc1cc(OC)cc(C(=O)Nc2ccc(S(=O)(=O)N3CCOCC3)cc2)c1
  -2%	-3%	4%	-7%	-1	-2%	-21%	-5%	-8%
27. COc1cc2ccccc2cc1C(=O)Nc1cccc(-c2nc3cc(C)c(C)cc3o2)c1
  2%	-3%	36%[activator]	-1%	-7	15%	-1%	-1%	1%
28. CC(C)CN(CC(C)C)C(=O)c1cc2c(=O)n3ccccc3nc2s1
  -1%	-5%	2%[57.1 µM]	0%	-2	32%[activator][57.1 µM]	-15%	9%	2%
29. COc1cc(OC)cc(C(=O)N[C@H](C(=O)OCC(=O)NC(=O)c2cccn2C)C(C)C)c1
  0%	-5%	19%	13%	-2	-1%	-13%	-2%	3%
30. Cn1c(=O)c2c(nc(N3CCCCC3)n2CCSc2nc3ccccc3s2)n(C)c1=O
  1%	-2%	10%	6%	-11	-5%	-7%	7%	0%

# In the list so far, 3 contain fluorine:
# Values run as follows: Vif-A3G inh	GRP78 ERSR act	rTrxR1 inhibitor	RGS4 inhibitor	LDHA inh	TrxR1 substrate	USP1-UAF1 inh	IDH1 R132H inh	Vif-APOBEC3F blk
6. O=C(OCC(=O)c1ccc[nH]1)c1ccc(F)c(S(=O)(=O)N2CCOCC2)c1
  -2%	1%	-1%	23%	-13	-10%	-2%	-4%	11%
9. CC(=O)c1ccc(-c2ccc(C3C4C=CCCC4(C)C(=O)N3Cc3ccccc3)c(F)c2)cc1 (stereo not drawn)
  4%	0%	29%	6%	/	8%[57.1 µM]	/	/	/
15. COC(=O)c1cc(NC(=O)CC2C(=O)NCCN2C(=O)c2ccc(F)cc2)cc(C(=O)OC)c1 (stereo not drawn)
  0%	-6%	12%	-1%	-4	8%	-17%	1%	1%

# Later entries:
# Values run as follows: Vif-A3G inh	GRP78 ERSR act	rTrxR1 inhibitor	RGS4 inhibitor	LDHA inh	TrxR1 substrate	USP1-UAF1 inh	IDH1 R132H inh	Vif-APOBEC3F blk
31. Cc1ccc(N=Cc2c(O)n(-c3nccs3)c(=O)c3ccccc23)cc1
  4%	-4%	8%	-9%	-2	-5%	-19%	7%	-6%
32. CC1(C)NC(C)(C)c2nonc2/C1=N\O
  2%	-4%	30%	-1%	-3	29%	-10%	6%	-1%
33. Cc1nc(Nc2ccccc2)sc1C
  -1%	1%	10%	-24%	-9	2%	-10%	-1%	0%
34. Cc1ccc(C)c(N2CCN(C(=O)Cn3c(=O)[nH]c4ccsc4c3=O)CC2)c1
  3%	-2%	-3%	22%	-14	-6%	-7%	-1%	-10%
35. O=C(CSc1nnc(-c2ccncc2)s1)Nc1ccccc1
  -3%	2%	3%	1%	-9	7%[0.457 µM]	-9%	10%	2%
36. N/C(=N\OC(=O)c1cc(-c2ccccc2)nc2ccccc12)c1ccncc1
  2%	-1%	24%	-14%	-10	13%	-11%	-12%	-7%
37. NNC(=O)c1cc(Br)cs1
  -1%	0%	-7%	13%	-7	-8%	-17%	0%	-7%
38. CSc1ccc(/C=N/n2c(Cc3ccc(Br)cc3)n[nH]c2=S)cc1
  4%	5%	-8%	-32%	-9	-5%	-9%	-10%	-1%
39. Cc1cccc(NC(=O)CSCC(=O)Nc2cc(S(=O)(=O)N3CCOCC3)ccc2OC(C)C)c1
  -5%	-3%	4%	5%	0	-2%	-25%	5%	4%
40. O=S(=O)(c1cccc(C(F)(F)F)c1)N1CCN(c2nnnn2-c2ccccc2)CC1
  2%	-2%	4%	-30%	-1	0%	13%	2%	-3%
41. CCC(C)C(NC(=O)OC(C)(C)C)C(=O)NCc1ccco1 (stereo not drawn)
  0%	-3%	-56%	21%	-6	-15%	0%	6%	1%
42. O=C(O)CC(c1ccc(C(F)(F)F)cc1)N1Cc2ccccc2C1=O (stereo not drawn)
  -1%	-2%	11%	-52%	0	0%	-1%	0%	-13%
43. COc1ccc(CC(=O)OCC(=O)Nc2ccc(Cl)cc2C)cc1
  0%	-6%	-3%	7%	-13	-3%	-11%	-1%	2%

# 4 compounds already listed, sorted by their value in TrxR1 substrate, lowest first:
No.	mol	TrxR1 substrate
37	NNC(=O)c1cc(Br)cs1	-8%
38	CSc1ccc(/C=N/n2c(Cc3ccc(Br)cc3)n[nH]c2=S)cc1	-5%
39	Cc1cccc(NC(=O)CSCC(=O)Nc2cc(S(=O)(=O)N3CCOCC3)ccc2OC(C)C)c1	-2%
32	CC1(C)NC(C)(C)c2nonc2/C1=N\O	29%

# These rows are one share of the data; count on the stated rates, not on these rows.
